# High-throughput results as filed in PubChem.
# ABCB6 inh MLPCN: blocks the human ABCB6 transporter; Q9NP58; K562-ABCB6 porphyrin accumulation, flow cytometry, 1 h; active compounds read low; fluorescence ratio to DMSO, % at 10 µM; 360,000 tested, 0.19% active; AID 602162;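 active = fluorescence ratio to DMSO below 75%, the collection mean minus 3 SD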;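 note: signal is porphyrin accumulated inside mitochondria; 100% equals median channel fluorescence of DMSO control wells; lower ratio means ABCB6 inhibition with less porphyrin fluorescence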
# Granule exo inh: lytic granule exocytosis inhibition; TALL-104 LAMP-1 surface exposure, flow cytometry; cells stimulated with thapsigargin and PMA; 360,000 tested, 0.66% active; inhibition, % at 10 µM; AID 651702;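 active = inhibition above about 55%, limit read from the data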
# Glyco luc inh: blocks N-linked glycosylation in D54 reporter cells | D54 ERlucT glycosylation luciferase reporter, 24 h; percent of 100 nM tunicamycin response | reporter increase, % at 12.5 µM | 360,000 tested, 0.23% active | AID 588692;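 active = mean luciferase reporter signal, scaled so untreated is 0 and the glycosylation-blocking control 100, at or above a set limit in every replicate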;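 note: luciferase carries N-glycosylation sites so blocking glycosylation raises the light; 0% = median of neutral control wells and 100% = median of 100 nM tunicamycin wells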
# Vif imaging: HIV Vif inhibition. HEK293T cells, Vif self-association by quenched fluorescence, imaging, 24 h. inhibition, % at 7.49 µM. 340,000 tested, 0.35% active; in the data active = inhibition above about 50%, passing the limit was not always enough; note: some results filed as inactive read as strong as hits
# H9c2 protect: modulators protecting cardiomyocytes from myocardial damage | H9c2 cardiomyocytes, H2O2 injury protection, ATPLite, 2 h | protection from H2O2 cell death, % at 20 µM | 360,000 tested, 0.63% active | AID 588492;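 active = compounds giving at least 50% protection of heart cells from peroxide-induced death in the single-dose screen, raw or plate-pattern-corrected value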;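 note: 0% = DMSO wells with peroxide and 100% = DMSO wells without peroxide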
# aDG glyco act: increases alpha dystroglycan glycosylation | Pro5-aDG cells, alpha-DG glycosylation AlphaScreen (IIH6); 0% Pro5, 100% B10-LARGE cell signal | activation, % at 10 µM | 360,000 tested, 0.22% active | AID 624168;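 active = activation of at least 8% versus controls, or a plate z-score of at least 8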;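 note: Pro5 are CHO cells carrying HIG-tagged alpha-DG that lacks glycosylation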
# PDI inh: PDI (human) enzyme inhibition; P07237; PDI insulin aggregation turbidity, A650, 90 min; inhibition, % at 10 µM; 350,000 tested, 0.052% active;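 active = mean inhibition across replicates of 30% or more, whatever share of single replicates reach that level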;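 note: absorbance from insulin aggregation driven by PDI reduction with DTT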
# Target sequence (P07237 whole entry, looked up): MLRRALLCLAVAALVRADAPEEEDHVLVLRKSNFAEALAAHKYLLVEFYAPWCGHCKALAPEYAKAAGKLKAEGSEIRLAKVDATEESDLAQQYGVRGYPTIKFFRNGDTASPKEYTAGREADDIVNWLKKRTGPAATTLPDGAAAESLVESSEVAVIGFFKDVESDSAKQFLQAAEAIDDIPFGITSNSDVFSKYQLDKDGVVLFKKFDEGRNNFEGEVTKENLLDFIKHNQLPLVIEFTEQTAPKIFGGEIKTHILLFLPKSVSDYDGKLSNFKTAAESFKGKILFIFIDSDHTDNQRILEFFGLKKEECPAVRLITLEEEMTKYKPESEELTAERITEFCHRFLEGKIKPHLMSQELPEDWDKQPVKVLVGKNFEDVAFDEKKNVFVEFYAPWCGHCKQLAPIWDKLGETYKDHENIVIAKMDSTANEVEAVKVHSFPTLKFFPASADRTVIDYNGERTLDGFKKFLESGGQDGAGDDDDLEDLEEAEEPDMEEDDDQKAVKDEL
# iPSC survival up: increases survival of single human iPS cells | hiPSC single-cell survival, ATPlite luminescence; 100% = ROCK inhibitor wells, 0% = DMSO | survival enhancement, % at 20 µM | 360,000 tested, 0.044% active | AID 602274; in the data active = survival enhancement above about 18%;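 note: cells exposed to compounds for 16 hours before the ATP read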
# m5-HT2A agonist: activates the mouse 5-HT2A serotonin receptor; P35363; activation, % at 7.6 µM; 360,000 tested, 0.66% active; AID 624169; CHO-K1 mHTR2A beta-arrestin complementation, luminescence; percent of 30 µM serotonin response;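 active = activation above a run cutoff, the mean activation of all tested compounds plus 3 SD, cut at about 14% in these data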;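 note: 0% = plate median of compound wells and 100% = 30 µM serotonin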
# Target sequence (P35363 whole entry, looked up): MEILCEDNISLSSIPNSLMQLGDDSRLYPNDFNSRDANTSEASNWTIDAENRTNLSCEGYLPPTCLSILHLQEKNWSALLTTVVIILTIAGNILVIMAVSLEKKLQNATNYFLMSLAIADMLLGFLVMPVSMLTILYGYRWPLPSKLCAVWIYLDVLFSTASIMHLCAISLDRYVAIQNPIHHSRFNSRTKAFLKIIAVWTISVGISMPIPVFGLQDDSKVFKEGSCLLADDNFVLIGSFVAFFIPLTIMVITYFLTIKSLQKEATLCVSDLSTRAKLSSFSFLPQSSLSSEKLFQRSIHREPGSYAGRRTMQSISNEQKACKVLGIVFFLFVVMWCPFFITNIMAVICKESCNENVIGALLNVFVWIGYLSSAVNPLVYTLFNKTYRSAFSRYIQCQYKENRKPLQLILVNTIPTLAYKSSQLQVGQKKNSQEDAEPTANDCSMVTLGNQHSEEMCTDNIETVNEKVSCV
# CaV13 ICDI inh: Primary screen for inhibitors of IQ motif and Ca2+-dependent inactivation inhibitor domain binding in CACNA1D, Förster resonance energy transfer in living cells, …; HEK cells, CFP/YFP FRET ICDI-IQ, plate reader, 10 min; percent FRET-ratio fall versus neutral wells; inhibition, % at 12.3 µM; 340,000 tested, 0.098% active; AID 743397;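 active = mean replicate inhibition of at least 30% and at least 1% of replicates passing that level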;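 note: 0% = median of the neutral control wells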
# Numbers without * were called inactive; · = no result given. Compounds as they come (roughly 3.1% active in at least one column).
SMILES,ABCB6 inh MLPCN,Granule exo inh,Glyco luc inh,Vif imaging,H9c2 protect,aDG glyco act,PDI inh,iPSC survival up,m5-HT2A agonist,CaV13 ICDI inh
Fc1ccc(Nc2ncnc3sc4c(c23)CCC4)cc1,97,-2,-5,-1,-6,0.3,-3,0.8,1,-8
COCCCNC(=O)CCn1c(=O)c2ccccc2n(CC(=O)Nc2ccc(C)cc2C)c1=O,92,0,2,0,12,0.3,5,6.5,-4,-1
CC(C)(C)c1cc(CCC(=O)NCC2CCCO2)cc(C(C)(C)C)c1O (stereo unspecified),94,0,2,-8,0,-0.3,13,0.0,4,-2
O=C(Cn1cc([N+](=O)[O-])cn1)N1N=C(C(F)F)CC1(O)C(F)F (stereo unspecified),84,-1,-1,-2,-2,-0.1,8,-2.1,2,-5
COc1ccc2nc(-c3ccccn3)[nH]c2c1,98,-5,-9,0,-13,0.1,3,-0.7,-5,21
O=[N+]([O-])c1cccnc1N/N=C/c1ccccc1O,92,2,-6,15,30,0.1,9,-3.0,-2,-4
COc1ccc(CNC(=O)c2cc(C(=O)C3CC3)c[nH]2)cc1,102,9,·,·,-6,0.2,3,-0.4,-7,·
CC(C)CC(=O)Nc1nnc(S(=O)(=O)N(C)c2ccc(Cl)cc2)s1,97,8,3,5,-8,0.1,-5,0.2,6,-4
COc1ccc(NC(=O)CSc2ccc3c(c2)OCCO3)cc1S(N)(=O)=O,95,-5,-3,3,-2,-0.1,-7,2.5,1,-6
CCOc1ccc(C(=O)NC(C(=O)NCC2CCCO2)C(C)C)cc1 (stereo unspecified),94,2,-1,31,0,0.0,-2,0.2,2,-3
[2H]C(CCOS(N)(=O)=O)c1ccc(C(C)(C)C)cc1 (stereo unspecified),94,-6,-10,-1,-8,-0.4,-7,-0.2,0,-4
Cc1ccc(OC(F)F)c(NC(=O)Nc2cccc(C(F)(F)F)c2)c1,93,10,-11,-6,-22,1.5,1,-1.6,-6,-7
Cc1ccc(S(=O)(=O)N2CCOCC2)cc1NC(=O)COC(=O)Cn1c(C)csc1=O,101,-6,3,1,5,-0.2,4,2.2,1,-5
CCOc1ccccc1NC(=O)NC(=O)N(C)S(C)(=O)=O,101,6,1,4,-7,-0.1,-6,-0.2,-4,-2
Cc1ccc(NC(=O)c2ccc(N3C(=O)C4CC=C(Cl)CC4C3=O)cc2)cc1 (stereo unspecified),96,-8,-3,-4,-5,0.0,3,-1.3,-3,-8
O=C(CCC(=O)c1cccs1)Nc1ccc(N2CCCCC2)cc1,101,-1,3,5,-7,-0.4,-2,0.3,2,-4
COc1ccc(NC(=O)CN2CCN(C3c4ccccc4-c4ccccc43)CC2)cc1,113,1,-3,-15,0,0.0,1,-1.4,-1,-4
CC(=O)N1CCN(Cc2nc3cc(NC(=O)COc4cccc(C)c4)ccc3n2C)CC1,90,-14,1,11,-2,-0.1,0,-0.5,-6,-3
COc1cc(OC)c(OC)cc1CN1CCN(c2ccc(F)cc2)CC1,98,-12,1,-2,2,0.0,7,0.0,-11,-4
CCCCCn1c(=O)[nH]c2cc(C(=O)NCCCN3CCCCC3)ccc2c1=O,93,0,-5,3,-17,-0.1,-13,-1.0,-4,-5

# Full records, quoted from the list. Values in the order: ABCB6 inh MLPCN, Granule exo inh, Glyco luc inh, Vif imaging, H9c2 protect, aDG glyco act, PDI inh, iPSC survival up, m5-HT2A agonist, CaV13 ICDI inh
# O=C(Cn1cc([N+](=O)[O-])cn1)N1N=C(C(F)F)CC1(O)C(F)F (stereo unspecified) is listed with 84, -1, -1, -2, -2, -0.1, 8, -2.1, 2, -5
# CC(C)(C)c1cc(CCC(=O)NCC2CCCO2)cc(C(C)(C)C)c1O (stereo unspecified) is listed with 94, 0, 2, -8, 0, -0.3, 13, 0.0, 4, -2

# Next compounds.
SMILES,ABCB6 inh MLPCN,Granule exo inh,Glyco luc inh,Vif imaging,H9c2 protect,aDG glyco act,PDI inh,iPSC survival up,m5-HT2A agonist,CaV13 ICDI inh
COc1ccc(C(=O)Nc2ccc(Cl)cc2C(=O)N2CCCC(C)C2)cc1 (stereo unspecified),105,-6,0,-9,2,-0.2,7,3.0,-5,·
CCOc1ccc(-c2nnc3ccc(SCC(=O)Nc4nc5ccc(C)cc5s4)nn23)cc1,97,5,-2,0,-7,0.6,-5,0.6,17*,-3
O=C(O)c1ccc(Cl)c(NC(=O)C2CCN(S(=O)(=O)c3cccs3)CC2)c1,84,3,-5,-3,4,-0.3,6,-1.3,7,-12
Cc1onc(-c2c(F)cccc2Cl)c1C(=O)OCC(=O)Nc1c(C)n(C)n(-c2ccccc2)c1=O,85,-2,0,-10,-1,0.2,-16,-0.1,0,-4
Cc1c(OC(C)C(=O)NC(Cc2c[nH]c3ccc(O)cc23)C(=O)O)ccc2c1oc(=O)c1ccccc12 (stereo unspecified),96,4,-2,-5,-1,-0.4,·,-0.8,2,·
COc1ccccc1NC(=O)N1CCc2[nH]c3ccc(Cl)cc3c2C1,105,3,4,-7,-12,0.5,23,2.5,-3,-7
Cc1ccsc1/C=N/n1c(-c2ccco2)n[nH]c1=S,98,0,0,0,-5,-0.3,-12,0.7,-5,-4
O=C(CS(=O)(=O)c1ccccc1)N1CCCCC1,106,-7,3,0,-1,-0.3,-11,-0.5,7,-6
CC1(C)CC(=O)C(C=N)=C(O)C1,101,4,1,5,4,0.0,6,1.3,0,-1
COC(=O)c1ccc(COc2cccc3c2OC(C)(C)C3)cc1,99,6,0,-13,-3,0.0,8,0.5,3,-6
Cn1c(=O)c2c(nc(CN3CCN(C(=O)c4ccco4)CC3)n2CC(N)=O)n(C)c1=O,94,-1,1,0,0,-0.3,3,-0.4,7,-5
CN(C)S(=O)(=O)Oc1cccc(C(=O)Nc2ccc([N+](=O)[O-])cc2)c1,95,2,-6,-11,-20,3.8,10,-1.1,-3,-6
Cc1c(NC(=S)NC(=O)c2ccccc2Cl)c(=O)n(-c2ccccc2)n1C,101,-1,0,-2,3,0.0,4,0.1,-1,-6
Cc1ccc(-c2csc(C(O)c3ccccc3)n2)cc1C (stereo unspecified),94,-5,-3,-10,-10,0.4,5,6.2,-3,-6
CCOc1nc2ccccc2nc1NS(=O)(=O)c1ccccc1,105,0,-1,·,-3,-0.1,-3,-3.4,-2,·
CC(=O)c1cccc(NC(=O)COC(=O)COc2c(Cl)cc(Cl)c3ccc(C)nc23)c1,95,-1,2,-2,28,0.1,-5,0.4,6,-6
CN(C)S(=O)(=O)c1ccc(C(=O)Nc2ccccc2OC(F)(F)C(F)F)cc1,91,0,2,-6,1,0.2,-6,-2.4,2,-7
CCCCNC(=O)CSc1nnc(Cc2ccccc2)n1CC,97,-1,2,1,0,0.1,6,0.3,3,-3
Cc1ccccc1NC(=O)CSc1nc(Nc2ccccc2)nc(N2CCOCC2)n1,91,6,-2,-8,3,-0.1,-3,-0.5,-2,-7
O=C(CCC1CCCC1)N[C@@H](Cc1ccc(O)cc1)C(=O)O,97,-4,-1,-4,4,0.0,-1,-1.9,-3,-11
CN(C(=O)c1cccc(NC(=O)Cc2ccc(NC(=O)C3CCN(C(=O)C4CC4)CC3)cc2)c1)C1CCCC1,105,0,2,9,-1,0.1,2,0.0,2,-10
O=C1N/C(=C/c2cccn2-c2ccccc2)C(=O)N1Cc1ccccc1F,90,0,-1,7,2,-0.4,4,2.5,4,-5
O=C(COC(=O)c1cccc(C(F)(F)F)c1)NC(=O)NC1CCCC1,100,3,2,-2,-8,0.0,-7,0.0,2,-2
Cc1ccc(-c2nn(CCC(N)=O)c(=O)c3ccccc23)cc1,99,1,1,-5,1,0.0,-1,-0.4,5,·
Cc1c(NC(=O)c2cc(-c3ccc(O)cc3)on2)c(=O)n(-c2ccccc2)n1C,101,7,0,-1,-2,-0.3,25,0.8,0,-6
CCCCOc1ccc(C2C(C(=O)c3ccc(C)o3)=C(O)C(=O)N2CC2CCCO2)cc1 (stereo unspecified),104,-1,0,3,1,0.0,-1,4.8,-1,-3
C=CCN(c1ccccc1OC)S(=O)(=O)c1ccc(Cl)c(C(=O)Nc2ccc(N3CCOCC3)cc2)c1,88,1,-10,-9,-7,0.1,8,0.6,-6,3
O=C(NCc1ccco1)C(=O)NCC(c1ccco1)N1CCOCC1 (stereo unspecified),99,-2,3,-4,10,0.3,2,-0.4,5,-3
COc1ccccc1-c1nnc(NC(=O)c2ccc(S(=O)(=O)N(C)C)cc2)o1,107,2,1,22,23,-0.5,-7,4.6,2,·
O=C(OC(C(=O)NCc1ccco1)C(OC(=O)c1ccccc1)C(=O)NCc1ccco1)c1ccccc1 (stereo unspecified),101,-2,1,4,0,-0.3,14,-0.1,7,-3
CC(=O)OCCCCON1C(=O)c2ccccc2C1=O,120,0,0,-14,4,0.3,-5,0.2,2,·
O=C(NCc1ccc(F)cc1)c1cc2ccccc2o1,172,4,1,-1,-1,0.2,-3,-0.2,3,-6
CCOc1ccc(S(=O)(=O)N2CCN(Cc3ccc4c(c3)OCO4)CC2)cc1OCC,91,-5,-1,10,-5,0.0,7,0.2,2,-3
C=CCn1c(SCC(=O)NCC2CCCO2)nc2scc(-c3ccco3)c2c1=O (stereo unspecified),98,-4,0,-3,11,-0.1,-1,-0.4,5,-7
CC(C)(C)C(=O)OC/C(N)=N/OC(=O)c1ccc(Cl)c(Cl)c1,99,1,-1,4,-5,-0.2,3,0.1,-1,-4
Cc1cc(=O)n2c(-c3ccccc3C)n[nH]c2n1,98,-5,1,-11,-5,-0.1,10,-1.2,3,-7
Cc1cccc(OCCC(=O)Nc2c(C)n(C)n(-c3ccccc3)c2=O)c1,95,2,-1,-9,-6,-0.1,5,-0.1,4,·
CC(=O)c1ccc(OCC(=O)N2CCN(S(=O)(=O)c3ccc(C)cc3C)CC2)cc1,97,-1,-2,·,2,-0.2,10,-0.3,-10,-3
CCN(C(=O)CSc1nnc(-c2c[nH]c3ccccc23)n1C1CC1)C1CCS(=O)(=O)C1 (stereo unspecified),103,0,0,4,-5,-0.3,-16,-0.5,-3,-6
CCCOc1ccc(-c2nc(C#N)c(N3CCc4ccccc4C3)o2)cc1,99,0,2,2,-6,0.1,6,-1.4,0,·
C[C@]12c3[nH]c4cc(-c5ccco5)ccc4c3CCN1C(=O)[C@@H](CC(=O)NCC13CC4CC(CC(C4)C1)C3)C[C@@H]2C(=O)N1CCCCC1,97,30,-3,·,-10,0.3,-2,-1.5,-7,-5
CCOc1cccc2c1OC1(C)CC2NC(=O)N1c1cccc(C(=O)N2CCN(c3ccccn3)CC2)c1 (stereo unspecified),110,-1,1,-4,6,0.0,0,0.6,-2,-2
NC(=O)NC(=O)CSc1ccccc1,99,-2,2,0,2,-0.1,0,-0.4,4,-7
CNC(=S)NCCC(c1ccccc1)c1ccccc1,100,-2,2,-1,3,-0.1,10,2.1,-7,-3
Clc1ccc(-c2noc(CSc3nnc(Cc4cccs4)n3-c3ccccc3)n2)cc1,91,-1,-3,5,-17,0.3,12,-1.7,-7,-5
CSc1ccc(C2NN=C(c3ccccc3)S2)cc1 (stereo unspecified),107,2,-20,0,-14,0.0,0,-1.0,8,0
Cc1cc(C)c(C#N)c(Nc2ccccc2)n1,99,-6,1,-5,6,0.1,-3,1.3,0,-10
CCN(CC(=O)Nc1ccc(OC)cc1)C(=O)C1CC(=O)N(Cc2ccccc2)C1 (stereo unspecified),100,1,2,-2,-1,-0.2,4,10,16*,-15
Cc1cc(OCc2nnc(SC(C)C(=O)O)n2Cc2ccccc2)ccc1Cl (stereo unspecified),93,0,0,-2,-1,0.4,11,0.7,3,-4
